Bioassay records deposited in PubChem BioAssay by PCMD.
AP complement: alternative pathway complement inhibition, orthogonal assay; inhibition, % at 5 µM; Human serum alternative complement pathway, LPS-coated ELISA, C3 deposition; tested in compound mixtures; 62,000 tested, 0.08% active;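 active = inhibition above 30% in each of the two pooled mixtures holding the compound, so the lower value exceeds 30%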;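 also: 0% = serum in Mg-EGTA without compound and 100% = EDTA serum blank; some compounds past the cut are filed as inactive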
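Test system: human serum complement alternative pathway, C3 deposition onto LPS / Medium: Mg2+-EGTA GVB++ buffer containing human serum at 1:15 dilution / Probe or stimulus: Plate-bound LPS / Times: 1 h at 37 °C / Signal: ELISA with HRP anti-human C3 antibody, TMB substrate, absorbance 450 nm / Measure: percent inhibition / Repeats: two pool placements per compound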
CatB block: blocks human cathepsin B protease activity. 63,000 tested, 0.1% active. purified cathepsin B, fluorogenic substrate, fluorescence. AID 453. inhibition, %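 (tested at 10 µM)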. P07858; in the data active = inhibition above about 21%;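 also: 0% = enzyme with no compound and 100% = no enzyme blank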
CatL inh: blocks human cathepsin L protease activity; purified cathepsin L, fluorogenic substrate, fluorescence; inhibition, %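 (tested at 10 µM)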; 58,000 tested, 0.17% active; P07711; AID 460; in the data active = inhibition above about 45%;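 also: 0% = enzyme with no compound and 100% = no enzyme blank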
FXIIa mix inh: inhibitors of human coagulation factor XIIa, pooled mixtures; P00748; purified FXIIa, fluorogenic substrate; inhibition, % at 5 µM; 62,000 tested, 0.2% active;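 also: 0% = enzyme without compound and 100% = no enzyme blank; some results filed as inactive read as strong as hits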
FXIa inh mix: factor XIa (human) inhibition, mixture screen. P03951. purified FXIa, fluorogenic substrate, pooled mixtures. inhibition, % at 5 µM. 62,000 tested, 0.19% active. AID 680;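 also: each value is inhibition by a whole ten-compound pool holding the compound; 0% = enzyme with no mixture and 100% = wells lacking enzyme; strong numbers were not always called active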
Target sequence (P03951 19-387 limits assumed): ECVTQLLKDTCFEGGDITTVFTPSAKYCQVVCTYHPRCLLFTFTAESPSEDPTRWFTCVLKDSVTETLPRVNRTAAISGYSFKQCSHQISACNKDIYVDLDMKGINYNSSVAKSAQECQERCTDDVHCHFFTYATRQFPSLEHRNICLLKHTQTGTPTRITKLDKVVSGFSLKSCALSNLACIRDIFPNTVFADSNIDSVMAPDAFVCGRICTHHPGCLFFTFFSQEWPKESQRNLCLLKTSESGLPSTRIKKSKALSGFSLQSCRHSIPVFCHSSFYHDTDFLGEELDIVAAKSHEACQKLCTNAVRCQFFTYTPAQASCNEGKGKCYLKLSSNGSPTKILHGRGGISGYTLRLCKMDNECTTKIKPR
Target sequence (P03951 388-625 limits assumed): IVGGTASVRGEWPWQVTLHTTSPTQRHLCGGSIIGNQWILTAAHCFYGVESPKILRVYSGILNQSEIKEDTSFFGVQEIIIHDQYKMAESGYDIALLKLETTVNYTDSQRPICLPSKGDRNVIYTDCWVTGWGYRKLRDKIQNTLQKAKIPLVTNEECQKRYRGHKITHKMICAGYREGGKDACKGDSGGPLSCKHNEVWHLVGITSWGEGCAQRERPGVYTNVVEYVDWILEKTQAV
CatS block: inhibitors of human cathepsin S. recombinant cathepsin S, AMC dipeptide fluorescence, pooled mixtures. inhibition, %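 (tested at 5 µM per compound within 10-compound mixtures)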. 62,000 tested, 0.06% active. AID 501; in the data active = inhibition above about 32%, passing the limit was not always enough;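 also: 0% = enzyme without compound and 100% = blank without enzyme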
Target sequence (P25774 115-331 limits assumed): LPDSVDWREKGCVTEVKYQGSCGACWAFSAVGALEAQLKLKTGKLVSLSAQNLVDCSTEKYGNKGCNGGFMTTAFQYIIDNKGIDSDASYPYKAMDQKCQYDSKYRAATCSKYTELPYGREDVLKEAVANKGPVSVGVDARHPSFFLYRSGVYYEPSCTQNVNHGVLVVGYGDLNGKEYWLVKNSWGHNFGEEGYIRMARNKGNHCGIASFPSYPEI
CatB mix inh: inhibitors of human cathepsin B in compound mixtures; P07858; Purified cathepsin B, AMC dipeptide fluorescence; inhibition, %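 (ten-compound pools at 5 µM per compound and 50 µM total)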; 62,000 tested, 0.06% active; AID 488; in the data active = inhibition above about 22%, passing the limit was not always enough;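 also: 0% = enzyme without compound and 100% = no enzyme blank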
C1s inh: human complement C1s inhibition. purified C1s, fluorogenic AMC substrate, pooled mixtures. 62,000 tested, 0.16% active. mean inhibition % of two 10-compound mixtures (stronger effect = higher value), % at 5 µM (by protocol);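 active = inhibition above 20% in each of the two 10-compound mixture wells holding the compound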;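 also: 0% = enzyme wells lacking compound mixture and 100% = no-enzyme blank wells; some compounds called inactive have numbers as strong as hits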
CatG inh: blocks human cathepsin G enzyme activity. inhibition, % at 5 µM (by protocol). AID 581. 62,000 tested, 0.2% active. P08311. purified enzyme, AMC-tetrapeptide fluorescence, pooled mixtures;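 active = inhibition above 20% in each of the two mixture wells holding the compound; inactive = inhibition of 20% or less in either well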;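 also: 0% = enzyme control without mixture and 100% = blank lacking enzyme; strong numbers were not always called active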
Target sequence (P08311 21-244 limits assumed): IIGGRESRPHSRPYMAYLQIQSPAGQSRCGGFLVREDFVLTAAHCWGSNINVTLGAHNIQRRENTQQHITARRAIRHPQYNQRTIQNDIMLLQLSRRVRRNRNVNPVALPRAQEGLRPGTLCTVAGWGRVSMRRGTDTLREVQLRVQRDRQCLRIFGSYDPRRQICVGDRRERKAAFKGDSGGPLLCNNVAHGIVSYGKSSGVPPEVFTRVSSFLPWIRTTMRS
* marks the source's active call; other numbers are inactive results; · = no result given. Rule as the data show it, unless noted: active = inhibition above about 20% (passing the limit was not always enough); inactive = the rest.

| structure | AP complement | CatB block | CatL inh | FXIIa mix inh | FXIa inh mix | CatS block | CatB mix inh | C1s inh | CatG inh |
| --- | --- | --- | --- | --- | --- | --- | --- | --- | --- |
| O=C(Nc1nc2cc3c(cc2s1)OCCO3)c1cccc(S(=O)(=O)N2CCOCC2)c1 | 16.0 | -0.2 | -2.3 | 6.7 | -0.9 | -1.0 | 2.5 | -1.2 | 7.5 |
| COc1ccccc1NC(=O)CN(c1ccc(C)cc1)S(=O)(=O)c1c(C)n[nH]c1C | 20.5 | -0.3 | -3.0 | 14.5 | 11.0 | 1.4 | 4.9 | 15.7 | 8.6 |
| Cn1c(=O)c2cc(S(=O)(=O)Nc3ccc4c(c3)OCO4)ccc2n(C)c1=O | -7.8 | -5.5 | 1.7 | -9.9 | 1.0 | 12.9 | -4.0 | 4.9 | 1.2 |
| C(=C\c1ccccc1)/CSc1nnc(-c2cnccn2)n1Cc1ccco1 | 9.9 | 2.5 | 15.1 | 3.2 | 3.6 | 1.0 | 5.0 | 16.5 | 11.0 |
| CCCOC(=O)c1ccc(Oc2c(-c3ccc(OCC)cc3O)n[nH]c2C)cc1 | 5.9 | 6.2 | 19.2 | 10.3 | 5.2 | -3.4 | 2.5 | 4.7 | 8.0 |
| COC(=O)c1ccccc1NS(=O)(=O)c1cn(C)c(=O)n(C)c1=O | 27.7 | -1.6 | 4.2 | 0.6 | 3.8 | 6.1 | -0.7 | -4.1 | 9.0 |
| Cc1cccc(-c2noc(CN(C(=O)C34CC5CC(CC(C5)C3)C4)C(C)C)n2)c1 | 4.5 | 3.5 | 10.3 | -8.1 | 1.3 | 0.4 | 0.8 | -21.7 | 0.2 |
| CC(C)CNC(=O)c1cccc(NC(=O)c2ccc(NC(=O)c3ccco3)cc2)c1 | 7.0 | -4.1 | 21.6 | 10.2 | -3.1 | 7.2 | 0.8 | 5.5 | 2.0 |
| OC(CN1CCOCC1)Cn1c(-c2cccc(Cl)c2)nc2ccccc21 (centres undefined) | 7.4 | -0.9 | 0.3 | -6.2 | 1.3 | -3.9 | 5.6 | 2.0 | 2.7 |
| COc1ccc(O)c(C(=O)c2cnc3onc(C(C)C)c3c2)c1 | 1.3 | 1.8 | 1.4 | 3.4 | -9.8 | -9.6 | -4.3 | -60.3 | -8.2 |
| CC1(C)NC(=O)N(CC(O)CN2CCCCC2)C1=O (centres undefined) | -0.6 | 8.4 | 9.0 | -7.3 | 0.9 | 20.1 | 6.6 | -11.5 | -19.2 |
| CCc1ccccc1NC1=NCC(=O)N1Cc1ccccc1 | 28.6 | -5.0 | -4.3 | 2.3 | -0.5 | -2.3 | 0.1 | -1.7 | 7.9 |

Whole records as entered above. Order of screens: AP complement | CatB block | CatL inh | FXIIa mix inh | FXIa inh mix | CatS block | CatB mix inh | C1s inh | CatG inh
Cn1c(=O)c2cc(S(=O)(=O)Nc3ccc4c(c3)OCO4)ccc2n(C)c1=O reads -7.8 | -5.5 | 1.7 | -9.9 | 1.0 | 12.9 | -4.0 | 4.9 | 1.2
CCc1ccccc1NC1=NCC(=O)N1Cc1ccccc1 reads 28.6 | -5.0 | -4.3 | 2.3 | -0.5 | -2.3 | 0.1 | -1.7 | 7.9
Cc1cccc(-c2noc(CN(C(=O)C34CC5CC(CC(C5)C3)C4)C(C)C)n2)c1 reads 4.5 | 3.5 | 10.3 | -8.1 | 1.3 | 0.4 | 0.8 | -21.7 | 0.2
COc1ccc(O)c(C(=O)c2cnc3onc(C(C)C)c3c2)c1 reads 1.3 | 1.8 | 1.4 | 3.4 | -9.8 | -9.6 | -4.3 | -60.3 | -8.2

Additional results.
| structure | AP complement | CatB block | CatL inh | FXIIa mix inh | FXIa inh mix | CatS block | CatB mix inh | C1s inh | CatG inh |
| --- | --- | --- | --- | --- | --- | --- | --- | --- | --- |
| CS(=O)(=O)N(CC(=O)NCc1ccc2c(c1)OCO2)Cc1ccccc1 | 7.9 | -0.8 | -3.5 | 4.6 | 6.9 | -7.3 | -0.7 | 7.7 | -2.9 |
| CCCCC(=O)N(c1ccc(OCC)cc1)C1C=CS(=O)(=O)C1 (centres undefined) | 3.0 | 0.7 | -9.5 | -12.7 | -10.0 | -7.2 | -3.9 | -96.1 | 1.6 |
| CCOC(=O)c1cccc(NC(=O)CCS(=O)(=O)c2cccc3nsnc23)c1 | 7.2 | 1.4 | 12.4 | 3.2 | 3.9 | 2.3 | 5.1 | 6.4 | 8.7 |
| Cc1ccc(S(=O)(=O)NCc2ccc(C(=O)NCCCN3CCN(C)CC3)cc2)cc1 | 8.3 | 4.0 | 0.1 | 5.2 | -2.9 | -1.1 | -0.7 | -28.2 | 5.0 |
| CN(CCNC(=O)c1cn(C)c2ccc(S(=O)(=O)N(C)C)cc2c1=O)CCc1ccccc1 | 8.2 | 1.6 | · | -13.1 | 0.0 | 3.8 | -3.8 | 12.2 | 11.6 |
| Cc1ccc(C)c(-n2nnnc2SCC(=O)NCCC2=CCCCC2)c1 | 15.2 | -6.2 | -1.6 | 1.5 | 6.2 | -2.7 | 5.0 | 9.7 | 1.7 |
| Cc1ccc(S(=O)c2ccc(C)cc2)cc1 | -7.7 | 1.1 | · | 2.9 | 15.4 | 4.4 | 3.8 | -7.7 | 9.5 |
| Cc1ccc(-n2nnnc2SC(C)C(N)=O)c(C)c1 (centres undefined) | -19.1 | 7.2 | 8.3 | -5.1 | 1.8 | 9.1 | 4.9 | -7.4 | -3.3 |
| CCN(c1ccccc1)S(=O)(=O)c1cnc[nH]1 | 25.6 | 2.0 | 6.5 | 10.7 | 0.2 | -6.9 | 2.1 | 2.3 | 7.2 |
| CCSc1nnc(-c2cccc(S(=O)(=O)N(CC)CC)c2)n1Cc1ccccc1 | 13.7 | -1.2 | 4.1 | 12.7 | -0.9 | -0.1 | 3.4 | 0.0 | 7.5 |
| O=C(c1ccco1)n1c(=S)nc2ccccn21 | 1.2 | 1.1 | 8.4 | 8.9 | 2.2 | 20.6 | 3.5 | 9.2 | 10.4 |
| CC(=O)Nc1ccc(S(=O)(=O)NCCc2cc3c(C)ccc(C)c3[nH]c2=O)cc1 | -0.1 | -4.4 | 8.2 | 4.8 | 3.0 | -0.9 | -4.7 | -13.2 | -2.6 |
| CC(=O)c1ccc(NC(=O)CCC(=O)OCC(F)(F)C(F)F)cc1 | -2.5 | -0.7 | · | 2.1 | 9.2 | 13.0 | 0.2 | -0.5 | 0.3 |
| CCC(Sc1nc(C)cc(=O)[nH]1)C(=O)Nc1nnc(C)s1 (centres undefined) | 2.3 | 6.1 | · | 0.2 | 7.7 | 3.1 | -0.5 | 12.8 | 7.2 |
| Cc1cc(C(=O)N2CCN(c3ncccn3)CC2)sc1-c1ccccc1 | 11.6 | 2.6 | -8.0 | 2.6 | 1.9 | -3.3 | 5.8 | 15.1 | 11.8 |
| COc1ccc(NC(=O)Nc2cccs2)cc1OC | 10.2 | 4.5 | 9.6 | 2.4 | -2.5 | -2.6 | -2.0 | -6.2 | 6.6 |
| COc1ccc(C2NC(=O)c3ccccc3O2)c(OC)c1OC (centres undefined) | 0.4 | 3.5 | 0.3 | 0.2 | 7.8 | -2.8 | 2.4 | 8.7 | 7.7 |
| CCc1cc2c(=O)[nH]cnc2s1 | 11.9 | -1.8 | -7.9 | -2.0 | 3.1 | -0.1 | 1.9 | 11.6 | 8.0 |
| CCc1nc(SCC(=O)Nc2ccccc2C(=O)OC)n[nH]1 | 1.3 | 1.7 | · | -0.3 | 0.8 | 1.9 | -3.0 | 1.8 | 12.5 |
| COc1ccccc1OCC(O)Cn1nc(C)cc1C (centres undefined) | 10.4 | 1.9 | -0.7 | -16.1 | 6.4 | -6.1 | 0.2 | 12.4 | 7.1 |
| Cc1cc(NS(=O)(=O)c2ccc(NC(=O)CCN3C(=O)c4ccccc4C3=O)cc2)no1 | -7.2 | · | · | 3.4 | 5.2 | 5.1 | -3.7 | 4.7 | -0.9 |
| C=CCn1c(COc2cccc3ccc(C)nc23)nnc1SCC(=O)O | 17.2 | -2.0 | -15.0 | 0.9 | 2.0 | 0.9 | 3.8 | -15.0 | 6.4 |
| COc1cc(C(=O)NCc2ccc(-c3nc4ccccc4o3)cc2)cc(OC)c1OC | 17.8 | 2.7 | 4.2 | -1.9 | -1.0 | -7.1 | 2.0 | -22.5 | 7.5 |
| CC(=O)c1ccc(N2CCN(C(=O)C3CCN(S(=O)(=O)Cc4ccccc4)CC3)CC2)cc1 | 8.7 | -1.7 | 5.2 | -3.4 | 10.8 | -13.7 | -2.5 | -5.9 | 8.6 |
| CCn1c(=O)c(-c2ccccc2)c(O)c2ccccc21 | 9.7 | -1.8 | 8.4 | 1.2 | 2.2 | 17.8 | -0.9 | -8.1 | 2.3 |
| CCN1CC2CCCC3(C1)C(=O)NC1(CCCCC1)N=C23 (centres undefined) | -1.7 | -0.3 | 16.4 | 9.5 | -3.2 | 9.6 | -3.3 | 1.1 | 1.8 |
| CCCCCOC(=O)C1=C(C)Nc2nnnn2C1c1ccc(OC)c(OC)c1OC (centres undefined) | 14.1 | 1.2 | 6.0 | -2.1 | 1.0 | -6.1 | 0.2 | -10.5 | 3.7 |
| COC(=O)CN(C(=O)CSc1nnc(-c2cccc(OC)c2)o1)c1ccc(OC)cc1 | 10.2 | -1.1 | -0.5 | 2.8 | 5.1 | -6.8 | 2.8 | 17.0 | 10.9 |
| O=C1N(CCCN2C(=O)C3(OCCO3)c3ccccc32)c2ccccc2C12OCCO2 | 5.7 | 5.2 | 12.9 | 0.9 | 2.2 | 12.3 | 9.1 | 8.4 | 13.2 |
| CCCCCCC(=O)NCC(=O)OCC(=O)c1ccccc1 | -6.5 | 10.0 | 17.7 | -0.8 | -3.6 | 11.4 | 2.3 | -18.1 | -10.0 |
| COc1ccc(C)cc1NC(=O)c1nnn(Cc2cc(C)ccc2C)c1N | 7.5 | -0.8 | · | 3.0 | 5.8 | -7.9 | -2.0 | 9.4 | -4.0 |
| O=C(Nc1cccc(NC(=O)c2ccco2)c1)c1ccc2c(c1)OCO2 | 11.4 | -2.5 | -1.3 | -40.8 | 5.2 | -11.8 | -5.2 | -4.9 | 0.0 |
| Nc1[nH]nc2nc(N3CCOCC3)nc(-c3ccccc3)c12 | 6.2 | 5.7 | 9.5 | 0.8 | 12.8 | 39.0 | 12.3 | 2.9 | 53.4 |
| COC(=O)C1=C(C)N(c2ccc(Cl)c(Cl)c2)C(=O)C1 | 1.6 | 1.6 | 6.9 | 4.3 | -14.2 | -10.4 | -0.4 | -70.2 | -2.3 |
| CNc1nc(C)c(C(=O)OCc2ccccc2)s1 | 1.7 | 9.6 | 5.4 | 12.1 | -11.7 | 4.1 | -3.2 | -43.5 | 2.2 |
| Cn1c(C(=O)NCCCN2CCN(c3ccccc3F)CC2)cc2c(=O)[nH]c3ccccc3c21 | 17.4 | 0.0 | -1.7 | -2.5 | 3.4 | -0.2 | 3.9 | -0.3 | 5.8 |
| COc1ccc(-c2c3c([nH]c(=S)c2C#N)CCC3)cc1 | 26.2 | -0.5 | 7.6 | -0.5 | -2.2 | -2.6 | 5.4 | -0.6 | 5.4 |
| c1ccc2[nH]c(-c3ccnc4ccccc34)nc2c1 | 11.7 | 5.4 | -13.0 | -6.6 | 3.5 | -7.3 | 2.5 | -22.5 | 5.2 |
| OCCCc1nc2ccccc2n1CCOc1ccccc1 | 16.5 | 0.1 | -4.7 | 10.0 | 6.0 | 0.3 | 7.8 | 4.5 | 1.3 |
| CCOC(=O)c1cc(-c2ccc(Cl)s2)nc2c1c(C)nn2C | 9.9 | 0.7 | -15.8 | 2.5 | -8.7 | 0.4 | -7.7 | -43.8 | 2.7 |

These rows are one share of the data, so the mix of outcomes need not match the whole.
